PvdQ inh = blocks Pseudomonas aeruginosa PvdQ acylase activity | purified PvdQ acylase, fluorescence plate reader | inhibition, % at 10 µM | 0.063% of 340,000 active | AID 488965; in the data active means inhibition above about 30%, passing the limit was not always enough; inconclusive means no clear call, values can overlap the other calls;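 further: 0% = vehicle neutral wells and 100% = reference inhibitor wells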
Tat export inh = inhibitors of E. coli Tat protein transport; inhibition, % at 10 µM; AID 488895; E. coli MC4100 TorA-mCherry Tat export, fluorescence; 0.036% of 340,000 active;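 active means mean replicate inhibition at least 50% and at least half of replicates individually reaching 50%; inconclusive means only one of the two criteria met; inactive means neither criterion met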;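 further: exported cargo escapes ClpAP degradation while cytoplasmic cargo is degraded and loses fluorescence; 0% = median of neutral control wells and 100% = median of NaSCN control wells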
Rtt109 HAT inh = blocks Candida albicans Rtt109/Vps75 acetyltransferase activity. 0.16% of 330,000 active. Q5AAJ8. AID 540336. inhibition, % at 34.9 µM. purified Rtt109/Vps75, ThioGlo CoA-SH fluorescence, 4 h;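 active means inhibition of at least 50% in every replicate; inconclusive means best replicate reaches 50% inhibition but some replicates fall short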
phage Ecoli inh = E. coli growth loss with phage present | inhibition, % at 11.9 µM | 0.26% of 360,000 active | growth absorbance | AID 651602; in the data active means inhibition above about 11%
AddAB inh = less growth of phage-infected E. coli with AddAB. inhibition, % at 11.9 µM. E. coli expressing H. pylori AddAB, absorbance growth. 0.29% of 330,000 active; in the data active means inhibition above about 12%;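 further: 0% = vehicle wells of infected cells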
PfHsp90 set2 = inhibits growth of yeast expressing Plasmodium falciparum Hsp90; S. cerevisiae expressing PfHsp90, BacTiter-Glo ATP, 48 h; yeast lacking PDR1 and PDR3 efflux regulators; inhibition, % at 9.4 µM; 0.32% of 310,000 active;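 active means every replicate shows inhibition above about 80%, whatever the replicate mean, limit read from the data; inconclusive means mean inhibition reaches the set limit but some replicate falls short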;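 further: 0% = DMSO neutral controls and 100% = 20 µM radicicol positive controls; yeast relying on Plasmodium falciparum Hsp90 in place of its own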
Wnt act = Wnt/beta-catenin pathway activation; activation, % at 9.35 µM; Wnt/beta-catenin reporter cell assay, activator, plate reader; 1.2% of 300,000 active; in the data active means activation above about 30%, passing the limit was not always enough; inconclusive means no clear call, values can overlap the other calls;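 further: 0% = neutral control wells and 100% = positive control wells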
CAL PDZ inh = human CAL PDZ-peptide interaction inhibition; purified CAL PDZ, TMR-peptide fluorescence polarization, 1 h; inhibition, % at 20 µM; 0.02% of 330,000 active;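 active means highest replicate inhibition of at least 40%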;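 further: plate controls were DMSO neutral control wells for no effect and unlabeled competitor peptide control wells for full effect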
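Material: tagged CAL PDZ domain; buffer or medium: 25 mM sodium phosphate pH 7.4, 150 mM NaCl, TCEP, IgG, Thesit; compound dosing: single point, 20 µM; schedule: 1 h incubation at room temperature before polarization reading; measured by: FP readout, S and P plane fluorescence; read-out basis: percent inhibition from loss of millipolarization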
Ecoli viability = reduces bacterial viability in AddAB counter-screen; E. coli V3065 growth, OD600 absorbance, 18 h; inhibition, % at 11.9 µM; 0.27% of 330,000 active; AID 449728;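 active means inhibition above the campaign's mean inhibition across all tested compounds plus 3 SD, cut at about 9.9% in these data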;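 further: uninfected addAB+ strain grown without phage in ampicillin broth; 0% = DMSO wells and 100% = ciprofloxacin 0.95 µg/ml wells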
DAGLB inhibitor = blocks human DAGLB lipase activity; AID 504411; HEK293T DAGLB membrane lysate, EnzChek fluorogenic substrate; 0.059% of 340,000 active; Q8NCG7; inhibition, % at 5.17 µM; in the data active means inhibition above about 34%;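 further: 0% = enzyme with vehicle and 100% = wells lacking enzyme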
Target sequence (Q8NCG7 whole entry, looked up): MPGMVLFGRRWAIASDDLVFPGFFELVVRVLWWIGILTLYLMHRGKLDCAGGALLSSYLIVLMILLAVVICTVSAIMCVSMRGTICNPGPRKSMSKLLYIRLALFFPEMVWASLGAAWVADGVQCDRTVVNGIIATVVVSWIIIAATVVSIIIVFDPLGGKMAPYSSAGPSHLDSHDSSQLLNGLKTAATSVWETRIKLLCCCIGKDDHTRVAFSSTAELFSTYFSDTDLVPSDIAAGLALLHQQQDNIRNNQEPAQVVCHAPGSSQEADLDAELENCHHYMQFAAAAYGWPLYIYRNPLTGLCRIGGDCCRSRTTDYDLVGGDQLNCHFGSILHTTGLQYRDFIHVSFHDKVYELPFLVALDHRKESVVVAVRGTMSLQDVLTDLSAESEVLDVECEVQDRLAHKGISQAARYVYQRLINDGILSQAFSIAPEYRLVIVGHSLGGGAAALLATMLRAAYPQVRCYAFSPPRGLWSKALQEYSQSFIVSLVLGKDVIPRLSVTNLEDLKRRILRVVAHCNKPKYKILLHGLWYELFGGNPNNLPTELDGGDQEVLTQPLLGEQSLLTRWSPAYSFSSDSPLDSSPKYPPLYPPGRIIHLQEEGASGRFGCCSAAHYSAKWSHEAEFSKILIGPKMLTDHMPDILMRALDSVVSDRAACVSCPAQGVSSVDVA
An asterisk follows results filed as active; ? = inconclusive; . = no result given. Random draw from the library (roughly 1.9% active in at least one column).

canonical_smiles,Tat export inh,Wnt act,Ecoli viability,AddAB inh,Rtt109 HAT inh,PfHsp90 set2,PvdQ inh,phage Ecoli inh,CAL PDZ inh,DAGLB inhibitor
COc1ccc(Cl)cc1NC(=O)C(C)OC(=O)Cn1cc(C(F)(F)F)ccc1=O (stereo unspecified),1,-1,-1.2,-0.4,-8,-9,-8,0.1,0.5,-2
CC(=O)c1ccc(NC(=O)CN2CCN(S(=O)(=O)c3ccc4ccccc4c3)CC2)cc1,4,-6,0.0,2.1,0,-40,-13,0.0,-1.7,0
CCOC(=O)C/C(N)=N/N(C)c1ncc(C(F)(F)F)cc1Cl,2,4,0.3,4.3,-3,7,-16,2.4,0.3,-2
Cc1cc(C(=O)NCC2CCCO2)sc1C (stereo unspecified),-2,2,.,.,-3,26,6,4.4,0.4,-3
Cc1c(NC(=O)CSc2nnc(COc3ccccc3)n2-c2ccccc2)c(=O)n(-c2ccccc2)n1C,11,.,-0.2,1.1,-9,12,-14,0.7,.,-3
COc1cc2cc(C(C)(C)O)oc(=O)c2cc1OC,-8,-1,-0.2,2.1,-7,0,-15,1.4,-5.5,1
Cc1cc(C)c(NC(=O)COC(=O)C2CCN(c3ccc(C(F)(F)F)cn3)CC2)c(Cl)c1,13,0,-1.0,0.0,23,-1,-5,0.8,-1.7,-6
CC1CN(Cc2ccccc2)C(C)CC1O (stereo unspecified),4,-2,-1.3,1.0,1,.,-11,-0.6,0.2,0
Cc1oc(-c2ccccc2)nc1C(=O)OCC(=O)NC(=O)NCC(C)C,2,-4,0.2,2.6,-2,.,-12,0.1,-0.1,0
C#CCNC(=O)C1=C[C@H](c2ccc(Br)cc2)C[C@H](OCCCCO)O1,5,3,0.5,5.8,11,-2,-8,0.3,-2.0,3
O=S(=O)(c1ccc(Cl)nc1)N1CCCc2ccccc21,-6,0,2.7,2.1,4,14,-13,0.8,-2.2,-1
O=C(Nc1nc(-c2ccccn2)cs1)c1ncc(Cl)c(Cl)c1Cl,1,.,-4.1,-4.2,9,110*,-6,-1.0,-1.4,-5

Structures listed so far printed as active in PfHsp90 set2.
Molecule,Tat export inh,Wnt act,AddAB inh,Rtt109 HAT inh,PfHsp90 set2,PvdQ inh,phage Ecoli inh,CAL PDZ inh,DAGLB inhibitor
O=C(Nc1nc(-c2ccccn2)cs1)c1ncc(Cl)c(Cl)c1Cl,1,.,-4.2,9,110*,-6,-1.0,-1.4,-5

More records:
canonical_smiles,Tat export inh,Wnt act,Ecoli viability,AddAB inh,Rtt109 HAT inh,PfHsp90 set2,PvdQ inh,phage Ecoli inh,CAL PDZ inh,DAGLB inhibitor
COc1cc(/C=C/C(O)=C/C(=O)/C=C/c2ccc(O)cc2)ccc1O,4,26,10*,8.5,-3,4,-2,11,-0.1,-45
COc1ncnc2c1oc1ccccc12,-3,16,1.2,0.5,1,-7,-3,2.5,-1.0,-1
COc1cccc(CNC(=O)COC(=O)CCS(=O)(=O)c2ccc(C)cc2)c1,0,0,.,.,6,-10,-9,1.2,-2.4,2
O=C(c1ccco1)N1CCN(c2cc(=O)n(-c3ccc(Cl)cc3)c(=O)[nH]2)CC1,-14,-2,0.3,-1.0,3,14,-5,3.0,0.1,-1
COc1ccc(C(=O)Nc2cc3c4c(c2)CC(=O)N4CCC3)cc1,7,1,-1.4,1.3,4,.,1,0.8,-3.3,4
O=C(c1ccc(COc2ccccc2Cl)o1)N1CCCC1,-3,0,0.8,2.2,-15,-12,-19,2.8,.,-4
Cn1c(=O)c(=O)n(C)c2cc(S(=O)(=O)N3CCOCC3)ccc21,-1,-8,0.5,-0.3,9,2,0,1.0,1.0,2
CC(C)c1ccccc1NC(=O)CCCC(=O)O,10,.,-0.3,-0.4,-5,-18,-13,2.8,-0.5,0
COc1ccc(-c2noc(=O)n2Cc2ccc(F)cc2Cl)cc1,-2,0,.,.,0,-21,-15,1.4,-1.4,-6
Nc1nc(COc2ccc(Cl)cc2)cs1,-8,?,-0.2,3.6,1,-24,6,4.1,-0.6,0
CC(C)=CC(=O)OCC(=O)Nc1cc(C)ccc1C,-4,3,1.4,1.1,-12,12,-14,-0.1,-2.4,0
Cc1ccccc1-n1nc(C(=O)O)cc1-c1ccccc1,10,.,-1.7,-1.2,-4,.,-10,2.7,-0.5,-2
COc1ccc(COC(=O)NC(C(=O)O)c2ccccc2)cc1 (stereo unspecified),7,-2,-2.1,-0.6,-3,-2,7,3.3,-0.2,-3
CCCN(CC(=O)Nc1ccccc1C)C(=O)c1cc(C)oc1C,-3,-2,-0.9,9.7,1,2,-6,1.1,-0.8,-1
CCOC(=O)N1CCN(C(=O)CCCn2c(=S)[nH]c3ccc(Br)cc3c2=O)CC1,-6,-6,1.7,-0.2,6,.,-15,1.5,-1.5,0
O=C(OCc1ccc(F)cc1)c1cc(=O)c2ccccc2o1,-2,0,1.9,3.3,4,-38,-11,2.3,-1.7,-5
c1ccc(CSc2nccc(-c3ccco3)n2)cc1,.,23,0.9,1.9,.,.,.,0.9,.,.
O=c1c2cc(Br)ccc2[nH]c(=S)n1Cc1cccnc1,-3,-2,0.4,3.3,.,.,-9,2.0,-2.7,1
CC(C)(C)[C@@H]1C=C(C(N)=O)O[C@H](OCCCCO)C1,-1,0,1.0,1.0,-6,8,-10,3.0,-0.4,3
CN(C)c1ccc(CN(Cc2ccco2)C(=O)c2ccco2)cc1,-16,-2,2.1,2.5,15,2,13,0.7,-2.3,-1
Cc1ccc(N=Cc2c(O)n(-c3nccs3)c(=O)c3ccccc23)c(C)c1,-1,1,0.2,4.0,-5,4,-13,1.6,-2.6,2
Cc1ccc(CNc2ccc3nnc(-c4ccccc4)n3n2)cc1,-3,-1,0.0,1.7,5,-19,-15,2.8,-1.1,-5
CCN(CC)S(=O)(=O)c1cc(C(=O)NC2=NCCS2)ccc1Cl,-8,.,-0.8,0.3,4,8,-13,-0.3,-0.6,-2
O=C(O)c1ccc(Nc2ncnc3ccccc23)cc1,1,2,-3.9,-1.5,-6,2,2,-0.5,-0.3,-4

Some of the entries so far, as labelled records.
> COc1ccc(COC(=O)NC(C(=O)O)c2ccccc2)cc1 (stereo unspecified)
  Tat export inh = 7	Wnt act = -2	Ecoli viability = -2.1	AddAB inh = -0.6	Rtt109 HAT inh = -3	PfHsp90 set2 = -2	PvdQ inh = 7	phage Ecoli inh = 3.3	CAL PDZ inh = -0.2	DAGLB inhibitor = -3
> CCCN(CC(=O)Nc1ccccc1C)C(=O)c1cc(C)oc1C
  Tat export inh = -3	Wnt act = -2	Ecoli viability = -0.9	AddAB inh = 9.7	Rtt109 HAT inh = 1	PfHsp90 set2 = 2	PvdQ inh = -6	phage Ecoli inh = 1.1	CAL PDZ inh = -0.8	DAGLB inhibitor = -1

New compounds follow.
canonical_smiles,Tat export inh,Wnt act,Ecoli viability,AddAB inh,Rtt109 HAT inh,PfHsp90 set2,PvdQ inh,phage Ecoli inh,CAL PDZ inh,DAGLB inhibitor
O=C(NCCc1ccccc1)C(=O)Nc1nccs1,4,.,-2.4,2.7,4,-24,-12,2.8,0.3,1
O=C(/C=C/c1ccccc1)NC(NC(=S)Nc1ccc(Cl)cc1Cl)C(Cl)(Cl)Cl (stereo unspecified),6,.,2.3,2.3,-3,29,-12,.,-0.2,-2
Cc1cccc(OCC(=O)NCCNC(=O)c2ccco2)c1,3,-1,0.7,0.7,3,-28,-12,1.7,-2.2,-1
O=C1C2CCCN2C(=O)N1CCN1CCN(c2ccccc2)CC1 (stereo unspecified),3,-1,-0.7,-0.3,1,-25,-1,2.1,0.9,0
CCCCn1c(SCC(=O)c2ccc(OCC)cc2)nc2cc(S(N)(=O)=O)ccc21,-8,.,-3.9,2.9,6,7,-8,0.2,-2.0,1
CCn1c(CNC(=O)c2ccco2)nnc1SCCOc1ccccc1,-1,-2,-0.1,4.2,-5,7,-15,2.3,-0.5,1
Cc1cccc(Nc2nc3ccccc3s2)c1C,-6,27,-2.4,-2.1,1,-11,-11,1.1,-0.3,-1
CCC(c1ccccc1)C(CC)c1cc(O)c(O)c(O)c1 (stereo unspecified),-7,-6,.,.,-7,.,-13,2.4,-0.9,-1
O=C(NCCc1c[nH]c2ccccc12)C1CCN(S(=O)(=O)c2ccccc2F)CC1,10,-2,0.4,0.2,0,.,-9,2.7,-0.8,1
CC(C)CN(C(=O)COC(=O)c1ccc2c(c1)NC(=O)CS2)C1CCS(=O)(=O)C1 (stereo unspecified),-6,.,-2.5,1.5,-2,5,1,3.0,-0.8,-1
O=C(Oc1ccc2ccccc2c1)C1CCC1,-2,-2,.,.,-1,6,3,-1.5,-0.7,-2
CCc1ccc(NC(=O)Cn2cnc3sc(C)c(S(=O)(=O)N4CCOCC4)c3c2=O)cc1,2,2,-0.4,1.6,-1,-18,-11,1.5,-0.9,-3
O=C(N/N=C/c1cccs1)C(O)c1ccccc1 (stereo unspecified),1,4,0.7,-1.5,-1,-1,-11,3.8,0.6,-2
CCc1cc2c(=O)[nH]c(Cc3ccc(OC)cc3)nc2s1,-13,4,2.6,2.4,18,-11,13,4.8,0.7,-2
COc1ccc2c(c1)Sc1ccccc1N2CCN(C)C,0,.,-0.7,-2.4,18,10,-8,.,-0.2,1
Cc1ccc(-n2nc(N)c3c(=O)oc(N(C)C)nc32)cc1,4,.,2.2,2.6,6,-9,-6,1.2,1.1,3
COc1cccc(C2C3=C(N=c4s/c(=C\c5cccc(O)c5)c(=O)n42)c2ccccc2CC3)c1OC (stereo unspecified),4,-1,0.0,-0.8,-3,1,-9,7.7,-2.4,-5
CC(=O)c1ccc(N2CCN(C(=O)COc3ccc(F)cc3)CC2)c(F)c1,3,.,1.7,0.5,1,-23,-12,3.6,-0.1,-7

Look-ups from above.
`CC(=O)c1ccc(N2CCN(C(=O)COc3ccc(F)cc3)CC2)c(F)c1` in PfHsp90 set2 = -23
`CCc1cc2c(=O)[nH]c(Cc3ccc(OC)cc3)nc2s1` in AddAB inh = 2.4
`Cc1ccc(-n2nc(N)c3c(=O)oc(N(C)C)nc32)cc1` in PvdQ inh = -6
